Shiga toxin inh: inhibitors of Shiga toxin in Vero cells; Vero cells, Shiga toxin protein synthesis inhibition reporter; hit rate 9.2% among 290,000; inhibition, % at 38.7 µM; AID 2315; in the data active = inhibition mostly above about 28%, no sharp cut-off; inactive = mostly below about 43%; also: 0% is about no effect
HCV inhibitor: blocks hepatitis C virus. Huh7.5.1 HCVcc-Cre infection, luciferase reporter, 44 h. Potency, µM (doses to about 41.8 µM), without a hit: at the top dose activity change, negative = inhibition, actives largely listed as inhibitors. hit rate 3.4% among 340,000; also: potency is read from the fitted curve at half-maximal effect; % is scaled to controls: 0 for no effect and ±100 for the full control effect
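A cell-based infection assay in which seeded cells (1,000 per well) receive test compound after 4 h, are inoculated with HCVcc-Cre at approximately 0.5 moi, and are incubated 44 h before luminescence detection.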
Pf growth 48h: inhibits P. falciparum growth in the first generation, 48 h. P. falciparum luciferase growth in erythrocytes, 48 h. Potency, µM (top dose mostly 28.7 µM), for inactives: at the highest dose activity change, negative = inhibition, hits mostly inhibitors. hit rate 5.9% among 310,000; also: potency is read from the fitted curve at half-maximal effect; % is scaled to controls: 0 for no effect and ±100 for the full control effect
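Cell-based growth assay: transgenic P. falciparum expressing firefly luciferase, cultured in red cells within RPMI 1640 containing 0.5% w/v Albumax, 24 mM bicarbonate and gentamycin. A drop in luciferase activity indicates inhibition.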
Giardia FBPA inh: inhibitors of Giardia lamblia fructose-1,6-bisphosphate aldolase; Potency, µM (series often up to 59.6 µM), without a hit: at the highest dose activity, negative = inhibition, most hits filed as inhibitors; purified Giardia FBPA; A8B2U2; hit rate 0.71% among 290,000; AID 2451; also: potency is read from the fitted curve at half-maximal effect; % is scaled to controls: 0 for no effect and ±100 for the full control effect; nearly all actives have a fitted effect of over 55% in size
Target sequence (A8B2U2 whole entry, looked up): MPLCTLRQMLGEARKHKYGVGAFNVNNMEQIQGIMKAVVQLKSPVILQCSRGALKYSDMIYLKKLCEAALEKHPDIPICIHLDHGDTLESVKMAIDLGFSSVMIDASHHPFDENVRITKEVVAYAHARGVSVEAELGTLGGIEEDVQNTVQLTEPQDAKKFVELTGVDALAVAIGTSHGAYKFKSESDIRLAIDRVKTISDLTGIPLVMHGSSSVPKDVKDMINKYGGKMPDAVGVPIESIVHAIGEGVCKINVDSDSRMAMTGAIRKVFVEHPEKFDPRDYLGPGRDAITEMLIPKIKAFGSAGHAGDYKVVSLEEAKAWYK
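Giardia FBPA (40 nM reagent) was preincubated 10 min at RT with compound (up to 57.5 uM final), then substrate plus GAPDH/TPI/NAD/arsenate coupling system with diaphorase/resazurin was added; resorufin fluorescence (525/598 nm) was read after 20 min.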
Pf growth 96h: inhibits malaria parasite growth, 96 h | P. falciparum luciferase reporter growth, 96 h | Potency, µM (highest dose often 28.7 µM), for inactives: at the highest dose activity change, negative = inhibition, usual class: inhibitors | hit rate 6.9% among 320,000 | AID 504834; also: potency is read from the fitted curve at half-maximal effect; % is scaled to controls: 0 for no effect and ±100 for the full control effect
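Compounds incubated with erythrocytes infected by luciferase-expressing P. falciparum (2% hematocrit, 0.05% parasitemia final) for 96 hours, 37 C in 5% CO2. Growth inhibition scored as decreased luciferase luminescence.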
CHX counter: counter-screen for Shiga toxin inhibitors: cycloheximide protein synthesis inhibition | cell reporter, cycloheximide protein synthesis inhibition counterscreen | max response, % | hit rate 12% among 300,000; in the data active = max response mostly above about 13%, no sharp cut-off; inactive = mostly below about 14%; also: read at 38.3 µM for the half of the compounds with a filed dose; 0% is about no effect
An asterisk follows results filed as active; ? = inconclusive; . = not tested or not shown; & = joins results of further samples; [ ] = remark or other dose. Unless noted, calls follow the shape of the dose curve; as a rule, active = well fitted curve in the direction sought with a large enough effect; inconclusive = small, poorly fitted or top-dose-only effect, or another doubt; inactive = no such curve, though single readings can be large; an effect the other way counts as inactive or inconclusive.

SMILES | Shiga toxin inh | HCV inhibitor | Pf growth 48h | Giardia FBPA inh | Pf growth 96h | CHX counter
CN(Cc1ccccc1)C(=O)CN1C(=O)c2ccccc2C1=O | . | 13% | 30%[activator] | 7% | 2% | -3
COc1ccc(C2C(C#N)=C(N)N(N(C)C)C3=C2C(=O)CC(C)(C)C3)cc1OC (stereo not drawn) | 10 | 13% | ? | -15% | ? | -4
O=C(N/N=C/c1c[nH]c2c1ccc1ccccc12)c1ccc([N+](=O)[O-])cc1 | 7 | -1% | 19% | 0% | 69%[activator] | 2
COc1ccc(C=O)c(OC)c1 | -14 | -9% | -6% | 3% | 34%[activator] | -1
O=S(=O)(Nc1ccccc1N1CCCCC1)c1cccs1 | 13 | 6% | -4% | -19% | 7% | 0
C=CCn1c(Cc2ccc(OC(C)C)c(Cl)c2)nnc1SCC(N)=O | -26 | 6% | -27% | -2% | -5% | 7
CCOC(=O)c1cn2nc(SCc3ccccc3)nc2nc1C | 52* | -7% | 25% | 2% | 10% | 39*
Cc1nc(SCc2nc3ccccc3[nH]2)c2oc3ccccc3c2n1 | -15 | 25µM* | ? | 2% | ? | 10
Nn1c(SCC(=O)Nc2ccc3c(c2)OCCO3)nnc1C(F)(F)F | -5 | 0% | 9% | 9% | -1% | -2
Cc1nc(CCNS(=O)(=O)c2cccnc2)cs1 | 44 | ? | 8% | 0% | 18% | 9
N#Cc1ccccc1OCC(=O)Nc1nnc(C2CC2)s1 | . | 4% | 154%[activator] | . | 15% | .
Cc1ccc(NC(=O)NCCSc2ccc(C)cc2)cc1 | 8 | -7% | 21%[5.75 µM] | 6% | -10% | 6
CSc1ccc(/C=C2\CCn3c2nc2cc(C(=O)O)ccc2c3=O)cc1 | -10 | 35%[activator] | -35% | -5% | -12% | 1
O=C(Nc1cc(-c2nc3ccccc3s2)ccc1Cl)c1ccc2c(c1)OCO2 | 52* | -3% | 52%[activator] | . | 36%[activator] | 27*
Cc1c(CNC(=O)C2CC2)c(-n2cccc2)n(Cc2ccccc2)c1C | 8 | ? | 25% | -19% | 55%[activator] | 0

The closing three compounds of the part above lead into the next:
SMILES | Shiga toxin inh | HCV inhibitor | Pf growth 48h | Giardia FBPA inh | Pf growth 96h | CHX counter
CSc1ccc(/C=C2\CCn3c2nc2cc(C(=O)O)ccc2c3=O)cc1 | -10 | 35%[activator] | -35% | -5% | -12% | 1
O=C(Nc1cc(-c2nc3ccccc3s2)ccc1Cl)c1ccc2c(c1)OCO2 | 52* | -3% | 52%[activator] | . | 36%[activator] | 27*
Cc1c(CNC(=O)C2CC2)c(-n2cccc2)n(Cc2ccccc2)c1C | 8 | ? | 25% | -19% | 55%[activator] | 0
CCCS(=O)(=O)c1nc(C)cc(C)c1S(C)(=O)=O | 2 | -6% | 42%[activator] | 6% | -13% | -1
CCCCn1c(N)c(N(CC)C(=O)c2cc(CC)c(C)s2)c(=O)[nH]c1=O | . | 1% | -21% | . | 9% | .
CC(Sc1nc(N)cc(=O)[nH]1)C(=O)N1CCOCC1 (stereo not drawn) | . | -1% | 3% | . | 17% | .
CN1C/C(=C/c2ccc(B(O)O)cc2)C(=O)/C(=C/c2ccc(B(O)O)cc2)C1 | -2 | . | . | -14% | . | -12
Cc1ccc2nc(C)/c(=N\O)c(C)nc2c1 | 86* | 6% | 40%[activator] | . | 86%[activator] | 23*
COc1cccc(NC(=O)N2CCCC2C(=O)NCc2ccc(Cl)cc2)c1 (stereo not drawn) | 5 | -3% | 9% | 5% | ? | -2
CCc1[nH]nc2c1C(c1cccnc1)C(C#N)=C(N)O2 (stereo not drawn) | -5 | 12% | -12% | -7% | -17% | -3
O=C1CC(N2CCOCC2)C(=O)N1Cc1ccc(N2CCCC2=O)cc1 (stereo not drawn) | -18 | 6% | . | 2% | 173%[activator] | -1
CCC(=O)Nc1ccc(C(=O)Nc2cccc(C)n2)cc1 | 62* | 17% | 121%[activator] | -13% | 156%[activator] | 35*
COc1ccc(C2/C(=C(/O)c3ccccc3)C(=O)C(=O)N2CCN2CCOCC2)c(OC)c1 (stereo not drawn) | 31 | 2% | 3% | -14% | 0% | 16
Cc1cc(-c2nc(C)c(-c3nnc(SCC(=O)Nc4cc(Cl)cc(Cl)c4)n3C)s2)no1 | 1 | -10% | ? | 4% | ? | -1
CCOc1cc(CO)cc(Br)c1OCC(=O)Nc1ccccc1C | -9 | ? | -17% | 6% | 61%[activator] | -2
Cc1nn(Cc2cccc(C(=O)N3N=C(C(F)F)CC3(O)C(F)F)c2)c(C)c1[N+](=O)[O-] (stereo not drawn) | -19 | ? | . | 3% | -27% | -5
O=C(CSc1ncn(-c2ccccc2)n1)Nc1ccc2c(c1)OCO2 | 22 | 7% | 10% | 4% | ? | -2
O=S(=O)(Nc1ccc(Cc2ccncc2)cc1)c1ccc(Br)cc1 | -11 | 10µM* | ? | . | ? | -4

The closing three records of the section before are carried over, then new ones follow.
SMILES | Shiga toxin inh | HCV inhibitor | Pf growth 48h | Giardia FBPA inh | Pf growth 96h | CHX counter
Cc1nn(Cc2cccc(C(=O)N3N=C(C(F)F)CC3(O)C(F)F)c2)c(C)c1[N+](=O)[O-] (stereo not drawn) | -19 | ? | . | 3% | -27% | -5
O=C(CSc1ncn(-c2ccccc2)n1)Nc1ccc2c(c1)OCO2 | 22 | 7% | 10% | 4% | ? | -2
O=S(=O)(Nc1ccc(Cc2ccncc2)cc1)c1ccc(Br)cc1 | -11 | 10µM* | ? | . | ? | -4
COc1ccc(NC(=O)CS(=O)CC(=O)Nc2cccc3cccnc23)cc1 (stereo not drawn) | 27 | -13% | 6% | 19% | ? | -7
O=C(O)c1ccccc1-c1ccccc1C(=O)NCCCO | -22 | 11% | 37%[activator] | -6% | 5% | 15
CCOC(=O)c1sc(NC(=S)NC(=O)c2cccc(Cl)c2)c(C(=O)OCC)c1C | 1 | 3% | 17% | 18% | 31%[activator] | -1
Cc1ccc(NC(=O)NC2CCN(S(=O)(=O)c3ccc(F)cc3)CC2)cc1 | 13 | -25% | ? | -1% | ? | 3
CC(=O)c1ccc(S(=O)(=O)NC2CC(=O)N(c3ccc(C)cc3)C2)cc1 (stereo not drawn) | . | 1%[8.37 µM] | 5% | . | -2% | .
CCOC(=O)Cc1sc(N)nc1C | -9 | 17% | -4% | 0% | 3% | -2
COC(=O)/C=c1\[nH]c2nnc(C)n2c1=O | -4 | -6% | 3% | -18% | 8% | 1
CC(C)CCn1nnnc1C(c1ccc(N(C)C)cc1)N1CCN(C(=O)c2ccco2)CC1 (stereo not drawn) | 1 | 13% | ? | -3% | 10µM* | -1
C=C(C)CNC(=S)Nc1cccc(N)n1 | -4 | 9% | -13% | -27% | 9% | -2
O=C(CN(CC1CCCO1)C(=O)CNS(=O)(=O)c1ccc(F)cc1)NCc1ccco1 (stereo not drawn) | -5 | 4% | 1% | 14% | 20% | -4
CCC(C)N(C(=O)c1csnn1)C(C(=O)NCc1ccc(F)cc1)c1ccccc1F (stereo not drawn) | -4 | 14% | -12% | -4% | 2% | 2
CCCCc1ccc(Nc2ncccc2C#N)cc1 | 122* | 16% | 52%[activator] | -1% | 164%[activator] | 58*
CCOC(=O)c1c(C)[nH]c(C(=O)Cn2c(=O)oc3ccccc32)c1C | 16 | ? | 6% | 3% | 28% | 30*
Cc1nc(NCCc2ccccc2)c2nnn(Cc3ccccc3Cl)c2n1 | -6 | -9% | -16% | 0% | 43%[activator] | 1
CCCc1cc(C(=O)Nc2ccc(OC)cc2[N+](=O)[O-])cs1 | 60 | -9% | 36%[activator] | 0% | ? | 28*
O=C1C[C@@H](c2ccccc2Cl)N1S(=O)(=O)c1ccccc1[N+](=O)[O-] | 2 | . | . | 4% | . | -11
Cc1ccccc1-c1nnc2s/c(=C\c3ccc(N(C)C)cc3)c(=O)n12 | 38 | . | 17% | 4% | 26% | -4
Cc1cccc(C)c1NC(=O)COC(=O)C1CC(=O)N(Cc2ccccc2)C1 (stereo not drawn) | -4 | -5% | 0% | 1% | 8% | -4
COc1ccccc1CNCc1cccs1 | -10 | -3% | 51%[activator] | -8% | 264%[activator] | 11
Cc1cccc(Nc2nc(N3CCOCC3)nc(N3CCOCC3)n2)c1 | -12 | ? | ? | 10% | -36% | -1
CC(C)C[C@H](N)c1nnc(S(=O)(=O)Cc2ccc(F)cc2)o1 | 71 | 8% | 0% | 24% | ? | 42*
COc1ccc(NS(=O)(=O)c2cc(N)ccc2N2CCCCC2)cc1 | . | -1% | ? | . | ? | .
CCN1CCCC1CNC(=O)C(=O)NCCc1ccc(OC)c(OC)c1 (stereo not drawn) | -14 | 2% | 2% | -2% | 40%[activator] | -3
COC(=O)[C@@H]1C[C@@]2(O)[C@@H](O)[C@@H](O)[C@@H](O)C[C@H]2N1Cc1ccc(Cl)cc1 | 25 | 11% | 76%[activator] | -1%&6% | ? | 1
Cn1c(=O)c2c(nc(NCCO)n2CCCc2ccccc2)n(C)c1=O | -8 | 16µM* | -11% | -4% | ? | -2
CC(=O)c1ccc(NC(=O)C2(c3ccccc3)CCOCC2)cc1 | 112* | 11% | 58%[activator] | 2% | 101%[activator] | 37*
Cc1cc(C)cc(NC(=O)CCC(=O)N2CCSc3ccccc32)c1 | 9 | ? | 63%[activator] | -1% | ? | -2
CC1CC(=O)Nc2ccccc2N1S(=O)(=O)c1ccc(F)cc1F (stereo not drawn) | -4 | 3% | 2.3µM* | 1% | ? | -3
COc1ccc(OC)c(N2C(N)=C(C#N)C(c3ccc(OC)c(O)c3)C3=C2CC(C)(C)CC3=O)c1 (stereo not drawn) | -3 | 9% | ? | -20% | ? | -2
COc1ccc(-n2c(Cc3ccccc3)nnc2SCc2ccc([N+](=O)[O-])cc2)cc1 | -14 | 6% | ? | 4% | 48%[activator] | -3
CC(=O)c1cccc(NC(=O)C2CCN(S(=O)(=O)c3c(C)n[nH]c3C)CC2)c1 | -19 | 11% | -11% | 3% | -30% | 1
COc1ccc(N(CC(=O)N2CCN(c3ccc(Cl)cc3)CC2)S(=O)(=O)c2c(C)noc2C)cc1 | 14 | 11µM* | ? | -19% | ? | -1
CCOc1ccc(C2C=C(c3ccccc3)Nc3ncnn32)cc1 (stereo not drawn) | 27 | . | ? | -2% | ? | -2
CCOc1ccccc1NC(=O)C1CCCN1S(=O)(=O)c1ccccc1C(F)(F)F (stereo not drawn) | . | ? | 8.3µM* | . | ? | .
CC(C)OC(=O)COc1cc(O)c2c(=O)cc(-c3ccccc3)oc2c1 | 2 | -16% | 2% | 3% | -10% | 2
CC(=O)Nc1ccc(S(=O)(=O)NCCC(=O)N2CCC(Cc3ccccc3)CC2)cc1 | . | -7% | ? | . | 5.2µM* | .
COc1ccc(Cl)cc1NC(=O)C1CCN(C(=O)C2CC(=O)N(c3ccc(C)cc3)C2)CC1 (stereo not drawn) | 2 | -25% | 0% | 3% | 235%[activator] | -3
CCOC(=O)c1ccc(Nc2cc(C)nc(-c3ccccc3O)n2)cc1 | 7 | ? | ? | 1% | 71%[activator] | 9
COC(=O)CCC(=O)NC(=S)Nc1sc(C)c(C)c1C(N)=O | -4 | 1% | 23% | -13% | 35%[activator] | -4
CC(=O)N/C(=C\c1ccccc1)C(=O)OCCCOC(=O)/C(=C/c1ccccc1)NC(C)=O | -34 | 0% | 5% | . | 0% | -3
Cc1ccc(C(c2sc3nc(C)nn3c2O)N2CCN(CCO)CC2)cc1 (stereo not drawn) | 4 | 21% | 14% | -21% | 0% | -3
COc1ccc(OCCSc2nnc(-c3cccnc3)n2N)cc1 | -1 | 12% | 1% | 0% | 10% | -3
CSc1nsc(SCC(=O)Nc2ccc(OC(C)=O)cc2)n1 | 58 | -2% | 68%[activator] | -6% | 5% | 27*
